# Source: PubChem (several laboratories)
# NOD1 inhibition: inhibition of NOD1-driven NF-kB reporter – cell-based, luminescence, uHTS, primary screen (AID 1578); NOD1-driven NF-kB luciferase reporter cells, luminescence; higher % means a stronger effect; hit rate 1% among 290,000; inhibition, % at 4 µM; hits with a dose series show EC50 in µM; in the data active = inhibition mostly above about 36%, no sharp cut-off; inactive = mostly below about 34%;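 note: HEK-293T reporter cells stimulated with the NOD1 agonist gamma-tri-DAP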
# West Nile virus CPE: inhibition of WNV-induced cytopathic effect – cell-based, CPE readout (AID 1621). West Nile virus-infected cells, CPE inhibition; higher % means a stronger effect. CPE inhibition, % at 10 µM, or IC50 in µM where a hit was titrated. hit rate 0.02% among 290,000; in the data active = a potency from the dose series; inconclusive = CPE inhibition mostly from about 3.7% at the one dose, without a potency; inactive = the rest, 99 in 100 with CPE inhibition below about 2.2%; note: strong numbers were not always called active
# KOR beta-arrestin-1: KOR agonists, beta-arrestin recruitment, primary screen, cell-based, luminescence, uHTS (AID 1777); KOR beta-arrestin recruitment, luminescence; higher % means a stronger effect; activation, % at 10 µM; hits with a dose series show EC50 in µM; hit rate 0.02% among 280,000; in the data active = activation above about 50%, passing the limit was not always enough; note: a part of the inactive calls stands beside numbers as strong as those of hits
# HIV fusion peptide: inhibitors of HIV fusion peptide binding, primary screen, biochemical, uHTS, fluorescence dequenching (AID 1986); one-dose inhibition, % at 20 µM; IC50 in µM for titrated hits; hit rate 0.3% among 290,000; cell-free peptide binding, fluorescence dequenching, 30 min; higher % means a stronger effect; in the data active = inhibition mostly above about 52%, no sharp cut-off; inactive = mostly below about 76%; note: some results filed as inactive read as strong as hits
# AID2073: disruptors of CaV2.2 binding to Mint1 – biochemical, HTRF (AID 2073); one-dose inhibition, % at 20 µM; IC50 in µM for titrated hits; HTRF protein-protein interaction, Mint1-CaV2.2; higher % means a stronger effect; hit rate 0.19% among 290,000; in the data active = inhibition mostly above about 51%, no sharp cut-off; inconclusive = no clear call, values can overlap the other calls; inactive = mostly below about 53%; note: some results filed as inactive read as strong as hits
# NOD2 inhibition: inhibition of NOD2-driven NF-kB reporter – cell-based, luminescence, uHTS, HEK293 (AID 1566). one-dose inhibition, % at 4 µM; EC50 in µM for titrated hits. hit rate 0.63% among 290,000. HEK293 NOD2/NF-kB luciferase reporter, luminescence; higher % means a stronger effect; note: many of its hits are not listed in these tables
# Yfh1-depleted yeast: enhancers of respiration in Yfh1-depleted yeast, dose response, Friedreich's ataxia, plus single-dose screen (AID 1465). S. cerevisiae Yfh1-off respiration, WST-1 reduction, 72 h; higher fold induction means a stronger effect. fold induction at 50 µM, or EC50 in µM where a hit was titrated. hit rate 0.074% among 220,000;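 active = fold induction of absorbance versus untreated yeast above a set limit, then at least 30% activation at any dose in follow-up; inconclusive = repeats straddling the limit, or above it without dose testing; inactive = fold induction below the set limit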;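 note: activators that raise dye reduction in frataxin-depleted yeast; strong numbers were not always called active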
# Dengue-2 NS5 capping: Dengue-2 NS5 methyltransferase inhibitors, primary screen, biochemical, confirmation dose response (AID 588689) | Dengue-2 NS5 methyltransferase capping enzyme assay, biochemical; higher % means a stronger effect | one-dose inhibition, % at 25 µM; IC50 in µM for titrated hits | hit rate 0.3% among 340,000; in the data active = a potency from the dose series; inconclusive = inhibition above about 29% without an active follow-up result
# KOR beta-arrestin-2: kappa opioid receptor blockers – cell-based, luminescence, uHTS (AID 1778); KOR beta-arrestin recruitment, luminescence, antagonist mode; higher % means a stronger effect; inhibition, % at 10 µM; hits with a dose series show IC50 in µM; hit rate 0.091% among 290,000; note: strong numbers were not always called active
# Dengue-2 NS5 capping pilot replicate: recorded beside Dengue-2 NS5 capping, whose call it bears; inhibition, %; measured here: pilot screen replicate inhibition
# * = called active by the depositor; i = inactive; u = inconclusive; x = no result given; [ ] = dose if it differs, or a comment. Cut-off read from the data, not from the text of the source, unless noted: active = inhibition above about 50%; inactive = the rest.
SMILES,NOD1 inhibition,West Nile virus CPE,KOR beta-arrestin-1,HIV fusion peptide,AID2073,NOD2 inhibition,Yfh1-depleted yeast,Dengue-2 NS5 capping,KOR beta-arrestin-2,others
Cc1ccc(NC(=O)Cc2noc3ccccc23)c(C)c1,-24%,-0.5%,-2.0%,0.2%,4%,-2%,i,-4%,-20%,
O=C(C1CCC1)N1CCc2cc(S(=O)(=O)NCCN3CCN(c4ccccc4F)CC3)ccc21,22%,x,8.0%,-3.0%,0%,24%,x,4%,-1%,
CC(=O)c1ccc(NC(=O)Nc2ccc3c(c2)nc(C)n3C)cc1,-19%,0.7%,x,0.1%,-8%,-44%,i,-8%,-12%[20 µM],
COc1cc(CC(=O)Nc2ccc(S(=O)(=O)NC3=NCCCCC3)cc2)cc(OC)c1OC,-29%,0.2%,-4.2%,-2.4%,-2%,-1%,i,8%,4%,
Cn1c2ccccc2n2c(=O)c(=O)n(CC(=O)c3ccc(F)cc3)nc12,-14%,0.3%,1.4%,2.1%,4%,2%,i,4%,-30%,
COc1ccc(CNC(=O)C(C)n2nc(C)c3c(C)n(-c4ccccc4)nc3c2=O)c(OC)c1 (configuration not stated),26%,0.2%,-0.5%,0.1%,7%,22%,x,3%,-10%,
N#Cc1cn(CCOc2ccccc2F)c2ccccc12,x,-0.4%,1.3%,-1.9%,-2%,-24%,i,-7%,14%,
NC(=O)c1cc(C(N)=O)nc(Cl)n1,-17%,-0.1%,3.4%,0.5%,12%,8%,i,1%,-1%,
Cc1ccc(-c2cc(C(=O)N3CCN(c4ccccc4O)CC3)c3ccccc3n2)o1,-31%,-0.1%,0.5%,0.1%,29%,-8%,x,-7%,-21%,
O=C(N/C(=C/c1cccc([N+](=O)[O-])c1)C(=O)N1CCOCC1)c1ccc(Br)cc1,15%,-1.5%,-1.7%,-0.2%,14%,14%,x,-1%,-8%,
Cn1c(CO)cnc1SCc1c(Cl)cccc1Cl,x,0.4%,0.6%,-4.0%,18%,8%,i,2%,2%,Dengue-2 NS5 capping pilot replicate=3.8
CCOc1ccc(C(=O)C[n+]2ccc(C(=O)NCc3ccccc3)cc2)cc1,-36%,-0.1%,-3.1%,-1.2%,-2%,2%,i,-6%,-54%[20 µM],

# A draw from above in order of number of heavy atoms, low to high:
SMILES,NOD1 inhibition,West Nile virus CPE,KOR beta-arrestin-1,HIV fusion peptide,AID2073,NOD2 inhibition,Yfh1-depleted yeast,Dengue-2 NS5 capping,KOR beta-arrestin-2,others
NC(=O)c1cc(C(N)=O)nc(Cl)n1,-17%,-0.1%,3.4%,0.5%,12%,8%,i,1%,-1%,
Cn1c(CO)cnc1SCc1c(Cl)cccc1Cl,x,0.4%,0.6%,-4.0%,18%,8%,i,2%,2%,Dengue-2 NS5 capping pilot replicate=3.8
N#Cc1cn(CCOc2ccccc2F)c2ccccc12,x,-0.4%,1.3%,-1.9%,-2%,-24%,i,-7%,14%,
CC(=O)c1ccc(NC(=O)Nc2ccc3c(c2)nc(C)n3C)cc1,-19%,0.7%,x,0.1%,-8%,-44%,i,-8%,-12%[20 µM],
Cn1c2ccccc2n2c(=O)c(=O)n(CC(=O)c3ccc(F)cc3)nc12,-14%,0.3%,1.4%,2.1%,4%,2%,i,4%,-30%,
CCOc1ccc(C(=O)C[n+]2ccc(C(=O)NCc3ccccc3)cc2)cc1,-36%,-0.1%,-3.1%,-1.2%,-2%,2%,i,-6%,-54%[20 µM],
O=C(N/C(=C/c1cccc([N+](=O)[O-])c1)C(=O)N1CCOCC1)c1ccc(Br)cc1,15%,-1.5%,-1.7%,-0.2%,14%,14%,x,-1%,-8%,
Cc1ccc(-c2cc(C(=O)N3CCN(c4ccccc4O)CC3)c3ccccc3n2)o1,-31%,-0.1%,0.5%,0.1%,29%,-8%,x,-7%,-21%,
COc1cc(CC(=O)Nc2ccc(S(=O)(=O)NC3=NCCCCC3)cc2)cc(OC)c1OC,-29%,0.2%,-4.2%,-2.4%,-2%,-1%,i,8%,4%,
O=C(C1CCC1)N1CCc2cc(S(=O)(=O)NCCN3CCN(c4ccccc4F)CC3)ccc21,22%,x,8.0%,-3.0%,0%,24%,x,4%,-1%,

# (cont.)
SMILES,NOD1 inhibition,West Nile virus CPE,KOR beta-arrestin-1,HIV fusion peptide,AID2073,NOD2 inhibition,Yfh1-depleted yeast,Dengue-2 NS5 capping,KOR beta-arrestin-2,others
O=Cc1cccn1-c1ncc(Br)cn1,-13%,-0.1%,-6.3%,-0.6%,-10%,10%,i,-3%,-12%,
Cc1ccc(NC2(C(F)(F)F)N=C(c3ccccc3)NC2=O)nc1 (configuration not stated),-19%,-0.3%,13%,0.1%,-7%,6%,i,4%,7%,
CCOC(=O)c1[nH]c2ccccc2c1NC(=O)NC(C)C,-5%,-0.5%,3.4%,-1.0%,0%,0%,x,7%,15%,
Cc1ccc(C2C(N)C(=O)N2c2ccc(C)cc2)cc1 (configuration not stated),0%,-1.2%,-3.9%,-0.8%,0%,20%,x,-6%,-2%,
CC1(C)NC(=O)N(CC(O)CN(c2cccc([N+](=O)[O-])c2)S(=O)(=O)c2ccccc2)C1=O (configuration not stated),-11%,-0.5%,3.3%,-1.1%,-1%,-5%,x,1%,8%,
Cn1ncc(N=Cc2ccccc2O)c1C(=O)Nc1ccccc1,-20%,1.5%,-3.6%,0.9%,12%,-14%,i,-1%,-5%,
CSc1ncccc1C(=O)Nc1ccc(F)c(F)c1F,-23%,-0.3%,-1.1%,-1.3%,-2%,12%,i,-8%,14%,
Cc1ccc(Cl)cc1NC(=O)CSc1nncn1-c1ccccn1,-12%,-1.0%,-7.3%,0.2%,-2%,11%,x,-4%,-35%,
Cn1c(=O)cc(SCC(=O)N2CCN(c3ccccn3)CC2)c2ccccc21,-76%,0.9%,3.2%,-1.3%,2%,-18%,i,-5%,-13%,
COc1ccc(C(=O)SC2=NCCS2)cc1,-7%,-0.5%,-7.2%,-0.1%,-5%,11%,i,2%,-22%,
CN(CC(=O)Nc1ccc(S(=O)(=O)N2CCCC2)cc1)Cc1ccc(Cl)cc1,-10%,-0.2%,9.3%,1.0%,5%,-15%,i,-5%,-31%,
Cc1cccc(-n2cc(-c3ccccc3)[nH]c2=S)c1,-19%,-1.6%,-3.4%,-1.9%,-30%,-125%,x,-12%,20%,

# The last 2 entries of the part before are carried over, then new ones follow.
SMILES,NOD1 inhibition,West Nile virus CPE,KOR beta-arrestin-1,HIV fusion peptide,AID2073,NOD2 inhibition,Yfh1-depleted yeast,Dengue-2 NS5 capping,KOR beta-arrestin-2,others
CN(CC(=O)Nc1ccc(S(=O)(=O)N2CCCC2)cc1)Cc1ccc(Cl)cc1,-10%,-0.2%,9.3%,1.0%,5%,-15%,i,-5%,-31%,
Cc1cccc(-n2cc(-c3ccccc3)[nH]c2=S)c1,-19%,-1.6%,-3.4%,-1.9%,-30%,-125%,x,-12%,20%,
Cc1cc(C(=O)Cn2nnc3ccccc3c2=O)c(C)n1-c1ccccc1F,24%,0.2%,1.1%,-1.1%,5%,-36%,i,-3%,-7%,
COc1ccc(S(=O)(=O)NCc2ccncc2)cc1OC,25%,-0.6%,-8.6%,35%,-6%,16%,i,-7%,-3%,
COc1ccc(OC)c(NC(=O)CN2C(=O)C3(OCCCO3)c3ccccc32)c1,-13%,-0.1%,0.3%,-2.1%,9%,11%,i,-9%,19%,
O=C(CSc1nccc(=O)[nH]1)NN(c1ccccc1)c1ccccc1,20%,0.2%,12%,0.5%,-5%,-16%,i,-3%,5%,
COC(=O)c1ccc(COc2ccccc2/C=C(\C#N)C(=O)NC(C)C)cc1,1%,-0.1%,0.9%,-2.1%,-2%,-22%,i,4%,-21%,
O=C(c1cc(-c2cccs2)on1)N1CCCCC1,-59%,x,-2.1%,-1.8%,0%,-61%,x,-2%,4%,
N#C/C(=C(/O)c1ccc(Cl)c([N+](=O)[O-])c1)c1nc2ccccc2[nH]1,32%,-1.1%,9.4%,-0.6%,52%,6%,i,-9%,-40%,
O=C(NCCN1CCOCC1)c1ccc(Cl)c(S(=O)(=O)N2CCCC2)c1,-4%,-0.1%,5.2%,-0.4%,10%,14%,x,-3%,-23%,
Cc1ccc(N=N/C(=C\O)C(=O)c2ccncc2)cc1,22%,-0.4%,-3.7%,1.5%,7%,11%,i,18%,11%,
O=C(N/N=C/c1cc([N+](=O)[O-])ccc1N1CCCCCC1)c1ccccn1,-32%,-0.9%,-8.8%,0.7%,4%,-1%,i,x,21%,
Nc1nc2n(n1)C(c1ccc(F)cc1)CC(c1ccc(F)cc1)N2 (configuration not stated),-3%,-0.5%,8.7%,-1.6%,-1%,-7%,i,-5%,16%,Dengue-2 NS5 capping pilot replicate=-1.2
Cc1cccc(-c2noc(-c3ccoc3C)n2)c1,-55%,-0.4%,0.2%,-0.4%,-7%,-82%,i,-5%,-3%,
CC(C)CN1CCC(=O)N(CCOc2ccccc2)CC1,-20%,0.0%,1.2%,1.1%,-2%,-12%,x,-3%,-27%[20 µM],
CCc1ccc(NC(=O)CC2C(=O)N(c3ccc(C)cc3)C(=O)N2C2CC2)cc1 (configuration not stated),-25%,-1.4%,-5.5%,-2.0%,4%,-17%,i,-1%,-1%,
CCOC(=O)Cc1nnc(NC(=O)CCc2ccccc2)s1,-3%,0.3%,-0.3%,1.3%,-2%,7%,x,-3%,6%,
CC(=O)NC(Cc1cccc(C)c1)C(=O)NC1CCN(S(=O)(=O)c2ccccc2)CC1 (configuration not stated),-7%,-0.2%,0.8%,-1.4%,15%,4%,x,-6%,-10%,
CCOC(=O)c1cc(-c2ccc(N)cc2)sc1N,x,0.5%,-1.9%,-1.4%,-25%,-32%,u,1%,15%,
CC1(C)ON(C2CCCCC2)[C@H]2c3nc4ccccc4n3C[C@H]21,-3%,-0.6%,1.3%,0.3%,5%,10%,x,-4%,-28%[20 µM],
CCOc1cc(/C=C2/C(=O)ON=C2C)ccc1O,-1%,-0.2%,-4.0%,34%,20%,20%,x,-24%,-18%,
O=C(O)c1ccc(NC(=O)c2cccc(C(=O)Nc3ccc(C(=O)O)cc3)n2)cc1,-2%,-0.2%,1.2%,1.2%,9%,14%,x,-2%,14%,
O=C(Nc1nc2c(F)cc(F)cc2s1)C1COc2ccccc2O1 (configuration not stated),-11%,-0.1%,-1.7%,6.1%,15%,-25%,i,-25%,1%,
Cc1ccc(-n2nc(C)c(C3(O)C(=O)N(C)c4ccccc43)c2N)cc1 (configuration not stated),-11%,0.4%,-3.3%,3.8%,-10%,2%,i,-1%,11%,
O=C(c1ccc(Cn2c(=O)[nH]c3ccsc3c2=O)cc1)N1CCN(c2ccccc2)CC1,-37%,0.0%,-4.0%,-0.8%,-1%,-2%,i,-1%,1%,
O=C(C[n+]1cccc2ccccc21)c1ccc(Br)cc1,-9%,-1.2%,-3.3%,5.0%,12%,-1%,x,-4%,-4%[20 µM],

# Not all compounds are listed. The share of hits here may be higher or lower than overall.
